Tb PGK inh – inhibitors of T. brucei phosphoglycerate kinase; 0.043% of 380,000 active; Potency, µM (series often up to 57.5 µM), without a hit: at the top dose activity change, negative = inhibition, usual class: inhibitors; PGK/GAPDH coupled, Kinase-Glo luminescence, 60 min; P07378; further: potency means the concentration at half of the fitted maximal effect; on the % scale 0 is the no-effect control and ±100 the full control effect; nearly all actives have a fitted effect of over 60% in size
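Luminescent ATP detection (Kinase-Glo Plus) follows a 60-minute room-temperature incubation, with wells lacking PGK as controls. Buffer: 100 mM TEA (pH 7.6), 5 mM MgCl2, 0.01% Tween-20. Coupling enzyme GAPDH (100 nM final) supplies unstable 1,3-BPG in-well.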
PI4K2A block – inhibitors of human PI4K2A | Q9BTU6 | purified PI4K2A, ADP-Glo luminescence, 1 h; active compounds read low | activity change, negative = inhibition, % at 76.9 µM | 0.13% of 420,000 active; in the data active means activity change below about -50%; inconclusive means mostly about -30% to -49%;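 further: -100% = wells without enzyme as full effect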
Target sequence (Q9BTU6 whole entry, looked up): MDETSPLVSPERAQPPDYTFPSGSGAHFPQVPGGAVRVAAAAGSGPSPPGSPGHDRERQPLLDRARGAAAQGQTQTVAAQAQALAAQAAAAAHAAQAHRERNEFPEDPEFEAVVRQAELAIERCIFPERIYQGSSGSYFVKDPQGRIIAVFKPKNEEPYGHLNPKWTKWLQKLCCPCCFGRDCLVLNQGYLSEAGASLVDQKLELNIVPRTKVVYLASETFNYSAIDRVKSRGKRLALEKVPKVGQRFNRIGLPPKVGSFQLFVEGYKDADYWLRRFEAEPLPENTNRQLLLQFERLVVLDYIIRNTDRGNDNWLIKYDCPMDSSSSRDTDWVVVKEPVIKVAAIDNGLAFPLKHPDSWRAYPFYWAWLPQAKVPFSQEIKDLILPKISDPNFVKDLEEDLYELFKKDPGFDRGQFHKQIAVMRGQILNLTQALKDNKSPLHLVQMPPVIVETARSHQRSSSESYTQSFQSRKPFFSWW
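PI4K2A activity was measured by ADP-Glo luminescence: enzyme (4 ug/mL stock) and phosphatidylinositol (1.2 mM stock) in Tris pH 7.5/MgCl2/EGTA/Triton X-100 buffer were reacted with ATP (300 microM stock) for one hour at ambient temperature.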
G9a block – G9a (human) methyltransferase inhibition; Q96KQ7; G9a H3K9 monomethylation, AlphaScreen, 2 h; Potency, µM (doses to about 102 µM), for the others: at the top dose activity, negative = inhibition, hits mostly inhibitors; 8.8% of 350,000 active; AID 504332; further: potency means the concentration at half of the fitted maximal effect; on the % scale 0 is the no-effect control and ±100 the full control effect; nearly all actives have a fitted effect of over 75% in size
Target sequence (Q96KQ7 913-1193 limits assumed): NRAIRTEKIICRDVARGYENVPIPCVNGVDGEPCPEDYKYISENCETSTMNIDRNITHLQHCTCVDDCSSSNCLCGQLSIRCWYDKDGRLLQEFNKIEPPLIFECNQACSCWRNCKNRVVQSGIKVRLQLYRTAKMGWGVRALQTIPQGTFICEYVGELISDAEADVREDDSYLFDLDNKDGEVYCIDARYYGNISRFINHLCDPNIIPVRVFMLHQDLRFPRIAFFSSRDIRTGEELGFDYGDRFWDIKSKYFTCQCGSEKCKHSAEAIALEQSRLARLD
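Compounds were preincubated with 20 nM G9a for 15 min, after which biotinylated H3K9 peptide (500 nM) and SAM (20 uM) started a 2 h room-temperature reaction. Monomethylated product was quantified by antibody-based AlphaScreen chemiluminescence.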
JMJD2A Tudor inh – JMJD2A Tudor domain (human) inhibition; O75164; AlphaScreen JMJD2A-Tudor / H3K4me3 peptide binding; Potency, µM (highest dose often 114 µM), inactives show at the top dose activity change, negative = inhibition, most hits filed as inhibitors; 4.4% of 390,000 active; AID 504339; further: potency means the concentration at half of the fitted maximal effect; on the % scale 0 is the no-effect control and ±100 the full control effect; nearly all actives have a fitted effect of over 50% in size
ERG Ets-DNA blk – blocks human ERG Ets domain binding to DNA. P11308. fluorescence polarization, His-ERG Ets domain / labelled DNA. Potency, µM (series often up to 76.9 µM), inactives show at the top dose FP activity, negative = inhibition, usual class: inhibitors. 0.028% of 370,000 active. AID 624246; active means well fitted inhibition curve with a large enough effect in the polarisation, with a control signal flat; inconclusive means small, poorly fitted or top-dose-only effect, or effect the other way, or a change in a side signal; inactive means no such curve, though single readings can be large or run the other way; the % refers to the polarisation;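 further: polarization taken with two DNA probes labelled with fluorescein and Texas red; potency means the concentration at half of the fitted maximal effect; % of control where 0% means no effect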
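His-tagged ERG Ets domain (1 uM in the protein solution; 300mM KCl, 50mM Tris-HCl, 1mM EDTA, 1mM DTT, pH 7.5) received compound, then a probe mix of 5 nM fluorescein-DNA and 100nM Texas-615-DNA. Fluorescence polarization was read for both dyes.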
GLS inh – blocks human kidney-isoform glutaminase activity. Potency, µM (series often up to 45.5 µM), for inactives: at the highest dose activity change, negative = inhibition, actives largely listed as inhibitors. 0.21% of 410,000 active. GLS enzymatic activity, qHTS titration. O94925; further: potency means the concentration at half of the fitted maximal effect; on the % scale 0 is the no-effect control and ±100 the full control effect
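Two-point fluorescence kinetic (t0, 30 min RT) for hKGA; glutamate detected via glutamate oxidase–HRP–Amplex Red. Substrate: 1 mM L-glutamine solution; buffer 45 mM KH2PO4, pH 8.2.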
HP1b chromo inh – HP1-beta chromodomain-methylated histone interaction inhibition; 0.56% of 390,000 active; AlphaScreen HP1-beta / biotin-H3K9me3 peptide binding; Potency, µM (titrated, usually from 114 µM), without a hit: at the top dose activity change, negative = inhibition, usual class: inhibitors; AID 540317; P83916; further: potency means the concentration at half of the fitted maximal effect; nearly all actives have a fitted effect of over 70% in size; inactives centre near 23
Target sequence (P83916 whole entry, looked up): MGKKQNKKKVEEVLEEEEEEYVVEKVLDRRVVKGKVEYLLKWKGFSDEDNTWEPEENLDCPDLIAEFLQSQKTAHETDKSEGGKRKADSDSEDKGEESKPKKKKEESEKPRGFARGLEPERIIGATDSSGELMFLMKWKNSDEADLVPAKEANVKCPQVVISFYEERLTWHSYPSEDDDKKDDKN
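AlphaScreen: HP1-beta (50 nM) preformed 30 min with biotin-H3(1-18)K9me3 peptide (50 nM) in PBS pH 7.4, 0.01% Tween-20. Compound added for 30 min at RT, then streptavidin donor/nickel chelate acceptor beads (10 ug/mL) for 30 min.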
Pin1 inhibitor – inhibitors of human Pin1; AID 504891; 0.009% of 390,000 active; Pin1 FP peptide displacement, HiFluor488, 10 min; Potency, µM (titrated, usually from 115 µM), without a hit: at the highest dose activity, negative = inhibition, actives largely listed as inhibitors; active means well fitted inhibition curve with a large enough effect in the polarisation, with a control signal flat, not every such curve was filed as active; inconclusive means small, poorly fitted or top-dose-only effect, or effect the other way, or a change in a side signal; inactive means no such curve, though single readings can be large or run the other way; the % refers to the polarisation; further: potency means the concentration at half of the fitted maximal effect; on the % scale 0 is the no-effect control and ±100 the full control effect
BAZ2B block – inhibitors of human BAZ2B bromodomain | AlphaScreen BAZ2B-H3K14Ac peptide displacement | Potency, µM (highest dose often 114 µM), inactives show top-dose activity change, negative = inhibition, most hits filed as inhibitors | 4.4% of 360,000 active; further: potency means the concentration at half of the fitted maximal effect; on the % scale 0 is the no-effect control and ±100 the full control effect; nearly all actives have a fitted effect of over 60% in size
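Protein-peptide AlphaScreen: BAZ2B 50 nM, b-H3K14Ac 50 nM, 1x PBS pH 7.4 + 0.01% Tween-20. Preincubation 30 min RT; cpd 30 min RT (top 110 uM); beads 20 min RT, light-protected.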
Starred values were filed as active, the others as inactive; i = inactive; ? = inconclusive; . = not tested or not shown; [ ] = remark or other dose. Unless noted, the call rests on the fitted dose curve; in most records, active means well fitted curve in the direction sought with a large enough effect; inconclusive means small, poorly fitted or top-dose-only effect, or another doubt; inactive means no such curve, though single readings can be large; an effect the other way counts as inactive or inconclusive.

entry	molecule	Tb PGK inh	PI4K2A block	G9a block	JMJD2A Tudor inh	ERG Ets-DNA blk
1	COc1ccc(C(CNC(=O)C(CC(C)C)NS(=O)(=O)c2ccc(C)cc2)N2CCOCC2)cc1 (stereo unspecified)	-2%	-2	-19%	-12%	8%
2	COc1ccc(N2CCN(CC(=O)Nc3nc4c(s3)CC(C)CC4)CC2)cc1 (stereo unspecified)	-2%	9	10µM*	50µM*	-9%
3	CC1(NS(=O)(=O)c2ccc(Cl)s2)CCS(=O)(=O)C1 (stereo unspecified)	-3%	-2	.	-10%	-3%
4	CN(C)CCCN(C(=O)c1ccc(S(=O)(=O)N2CCc3ccccc3C2)cc1)c1nc2ccc(F)cc2s1	1%	-4	40µM*	?	18%
5	Cc1ccc(-c2csc(SCC(=O)c3c(N)n(C4CC4)c(=O)[nH]c3=O)n2)cc1	-1%	2	?	-3%	-13%
6	CCOc1cc(C(=S)N2CCOCC2)ccc1OS(=O)(=O)c1ccc(OC)cc1	-8%	-10	.	-21%	0%
7	COc1ccc(N2C(=O)CC(NNC(=O)c3cc(C)oc3C)C2=O)cc1 (stereo unspecified)	-6%	1	-33%	-18%	-5%
8	[O-]/[N+](=C/c1ccccc1)c1ccccc1	-3%	-5	4%[0.501 µM]	-13%	1%

entry	GLS inh	HP1b chromo inh	Pin1 inhibitor	BAZ2B block
1	1%	7%	-5%	9%
2	34%[activator]	?	1%	.
3	-2%	40%[activator]	0%	.
4	-6%	-31%	1%	-31%
5	5%	15%	16%	9%
6	3%	-10%	-3%	-8%
7	21%	30%	3%	-13%
8	13%	16%	-2%	8%

entry	molecule	Tb PGK inh	PI4K2A block	G9a block	JMJD2A Tudor inh	ERG Ets-DNA blk
9	CC(C)Oc1cc(S(=O)(=O)N2CCCCC2)ccc1N	3%	0	-31%	-17%	1%
10	CCCN1CCC(=O)N([C@H](COc2ccccc2)CC(C)C)CC1	i	4	.	-2%	15%
11	COc1ccc2c(c1)c(C(=O)OCCN(C)C)c(C)n2C	-5%	-15	-50%[12.7 µM]	-20%	-2%
12	CC(C)CCOc1ccc(Cl)cc1CN1CCOCC1	-10%	0	29%[12.7 µM]	16%[11.4 µM]	-8%
13	CCCn1c(SCc2ccc(Cl)cc2)nc2c1c(=O)[nH]c(=O)n2C	-5%	2	50µM*	-3%	6%
14	Cc1ccc(-c2nc(-c3cc4c([nH]c3=O)CC(C)(C)CC4=O)sc2C)cc1	i	0	-1%[59 µM]	-7%	1%
15	OC1(c2cccs2)CN(c2ccccc2)C2=[N+]1CCCC2 (stereo unspecified)	-5%	-4	-47%	2%	-3%
16	Cc1nn(-c2ccc(N3CCCCC3)nn2)c(C)c1CCC(=O)NCc1ccccc1	-2%	4	-3%[59 µM]	-18%	-4%

entry	GLS inh	HP1b chromo inh	Pin1 inhibitor	BAZ2B block
9	4%	23%	6%	.
10	-9%	27%	-1%	8%
11	10%	49%[activator]	-9%	-36%
12	50%[activator]	56%	1%	4%
13	5%	9%	-3%	-9%
14	1%	9%	?	3%
15	2%	33%	8%	.
16	-17%	35%	-7%	-28%

Record cards, from the list above:
`COc1ccc2c(c1)c(C(=O)OCCN(C)C)c(C)n2C` is listed with Tb PGK inh = -5%; PI4K2A block = -15; G9a block = -50%[12.7 µM]; JMJD2A Tudor inh = -20%; ERG Ets-DNA blk = -2%; GLS inh = 10%; HP1b chromo inh = 49%[activator]; Pin1 inhibitor = -9%; BAZ2B block = -36%
`CCCn1c(SCc2ccc(Cl)cc2)nc2c1c(=O)[nH]c(=O)n2C` is listed with Tb PGK inh = -5%; PI4K2A block = 2; G9a block = 50µM*; JMJD2A Tudor inh = -3%; ERG Ets-DNA blk = 6%; GLS inh = 5%; HP1b chromo inh = 9%; Pin1 inhibitor = -3%; BAZ2B block = -9%

Additional results:
entry	molecule	Tb PGK inh	PI4K2A block	G9a block	JMJD2A Tudor inh	ERG Ets-DNA blk
17	O=C(Nc1ccc2c(c1)nc1n2CCSC1)c1ccco1	-7%	-29	?	-16%	9%
18	Cc1cccc(NC(=O)c2cnn(C)c2)c1C	-10%	1	-12%[59 µM]	0%	2%
19	Cc1ccccc1NC(=O)N1CCCN(c2ccc(C#N)cn2)CC1	-8%	4	6%	-11%	-9%
20	CCOc1ccccc1N1CCN(C(=O)c2ccc3[nH]c(C)c(C)c3c2)CC1	12%	0	79µM*	56µM*	0%
21	NC(=O)c1ccc(NCc2ccco2)c([N+](=O)[O-])c1	-1%	-3	31%[0.501 µM]	-22%	2%
22	CCOC(=O)C1=C(CN2CC(C)CC(C)C2)NC(=O)NC1c1ccc2c(c1)OCO2 (stereo unspecified)	0%	2	26%[59 µM]	-16%	3%
23	Cc1ccc(CNC(=O)C(=O)NCC2OCCCN2S(=O)(=O)c2ccc(F)cc2)cc1 (stereo unspecified)	1%	1	.	-7%	0%
24	Cc1ccc[n+](Cc2ccc([N+](=O)[O-])cc2)c1	3%	-14	?	5%	0%

entry	GLS inh	HP1b chromo inh	Pin1 inhibitor	BAZ2B block
17	-3%	42%[activator]	?	?
18	9%	16%	4%	11%
19	6%	-3%	0%	1%
20	13%	?	?	45µM*
21	10%	?	0%	?
22	-14%	8%	0%	?
23	6%	10%	-12%	-4%
24	2%	42%[activator]	3%	-7%

entry	molecule	Tb PGK inh	PI4K2A block	G9a block	JMJD2A Tudor inh	ERG Ets-DNA blk
25	Cn1ccnc1SCc1cn2cc(Br)ccc2n1	-11%	0	?	0%	7%
26	CC(=O)Nc1cccc(NC(=O)CCN2C(=O)c3ccccc3S2(=O)=O)c1	0%	1	20%[0.501 µM]	8%	-4%
27	CC(=O)c1ccc(OCCCC(=O)NC(C)c2ccc(S(N)(=O)=O)cc2)cc1 (stereo unspecified)	-1%	-3	7%	-7%	3%
28	COc1ccc(N(CC(=O)NCc2ccco2)S(=O)(=O)c2ccccc2)cc1	-3%	1	?	-19%	6%
29	O=C(Cn1ccc(NC(=O)OCc2ccccc2)nc1=O)NCCc1ccccn1	-1%	0	-41%[0.501 µM]	-17%	-9%
30	COc1ccc(-c2cc(NCc3ccc(C)cc3)n3cnnc3n2)cc1	-8%	-2	-53%[59 µM]	-24%	-2%
31	Cc1ccc(S(=O)(=O)c2cn(CC(=O)Nc3ccc4c(c3)OCO4)c3ccccc3c2=O)cc1	-9%	-3	0%[59 µM]	-11%	3%
32	O=C(NC(=S)Nc1cccc2cc(O)ccc12)c1ccco1	5%	-1	16µM*	-27%	-5%

entry	GLS inh	HP1b chromo inh	Pin1 inhibitor	BAZ2B block
25	-6%	38%	-4%	-7%
26	1%	16%	0%	2%
27	-1%	31%	0%	.
28	-15%	20%	0%	-37%
29	-2%	48%[activator]	5%	-5%
30	5%	19%	20%	-10%
31	5%	30%	7%	-25%
32	43%[activator]	0%	10%	?

entry	molecule	Tb PGK inh	PI4K2A block	G9a block	JMJD2A Tudor inh	ERG Ets-DNA blk
33	O=C(Cn1c(=O)n2nc(-c3cccc(F)c3)nc2c2ccccc21)N1CCN(c2ccc(F)cc2)CC1	i	6	-9%[59 µM]	-8%	-8%
34	COc1c(Cl)cc(C(=O)Nc2ccc(Cl)cn2)cc1Cl	-1%	-5	?	-3%	2%
35	Cc1ccc(-c2nc3ncccc3o2)cc1NC(=O)c1cccs1	0%	6	-6%	0%	10%
36	COc1cc(OC)c(C(=O)OCC(=O)Nc2ccc(S(=O)(=O)N3CCOCC3)cc2)cc1OC	i	1	.	-18%	1%
37	Cc1onc(-c2ccccc2Cl)c1C(=O)NCC(=O)O	-1%	3	-12%[59 µM]	-8%[57.1 µM]	0%
38	COCc1cc(C)nc(NCCc2ccccc2)c1C#N	-2%	-2	58%[activator][59 µM]	79%[activator]	17%
39	Cc1nc(N2CCOCC2)c2c(C(=O)N3CCN(c4cc(Cl)ccc4C)CC3)c(C)oc2n1	-9%	4	-38%[59 µM]	-23%	5%
40	COc1ccccc1CNC(=O)c1cccc(N2CCCS2(=O)=O)c1	-7%	-6	-3%[59 µM]	-12%	2%
41	Cn1c(SCC(=O)N2c3ccccc3Sc3ccc(Cl)cc32)nnc1-c1ccco1	.	4	?	?	-1%
42	CCc1ccc(C(=O)Nc2nc3ccccc3[nH]2)cc1	-16%	-24	17%	-8%	3%

entry	GLS inh	HP1b chromo inh	Pin1 inhibitor	BAZ2B block
33	-9%	40%	-8%	4%
34	-1%	12%	0%	-1%
35	2%	70%[activator]	-3%	-28%
36	-3%	17%	-3%	.
37	-4%	60%[activator]	-1%	0%
38	5%	91%[activator]	-1%	85%[activator]
39	-4%	15%	3%	-12%[57.1 µM]
40	2%	-2%	1%	1%
41	10%	2%	?	?
42	7%	33%	-2%	-1%
